# Assay outcomes: PubChem BioAssay, several laboratories
# STK33 kinase inh: human STK33 kinase inhibition | inhibition, % at 10 µM | AID 2661 | 320,000 tested, 0.073% active | Q9BYT3 | purified STK33, MBP phosphorylation, ADP-Glo luminescence;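 active = inhibition at or above 25%, using the most active replicate where run in duplicate; inactive = inhibition below 25%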
# Target sequence (Q9BYT3 whole entry, looked up): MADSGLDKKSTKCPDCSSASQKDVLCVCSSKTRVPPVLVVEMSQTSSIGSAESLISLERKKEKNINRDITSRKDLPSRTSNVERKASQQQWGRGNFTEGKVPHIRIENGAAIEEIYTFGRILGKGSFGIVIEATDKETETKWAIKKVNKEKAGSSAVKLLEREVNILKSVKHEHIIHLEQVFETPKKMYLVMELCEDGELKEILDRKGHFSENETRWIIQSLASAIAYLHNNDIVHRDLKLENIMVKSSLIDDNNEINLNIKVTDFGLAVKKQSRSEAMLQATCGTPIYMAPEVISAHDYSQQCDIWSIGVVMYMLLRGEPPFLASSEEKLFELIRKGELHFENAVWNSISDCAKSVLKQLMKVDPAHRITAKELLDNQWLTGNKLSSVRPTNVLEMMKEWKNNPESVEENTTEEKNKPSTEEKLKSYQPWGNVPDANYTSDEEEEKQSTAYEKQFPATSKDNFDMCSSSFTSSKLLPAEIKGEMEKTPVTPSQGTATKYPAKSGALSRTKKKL
# Kir21 block: blocks the mouse Kir2.1 inward-rectifier potassium channel. B-score at 10 µM. HEK293-Kir2.1, FluxOR thallium flux fluorescence; stronger effect = lower value. 310,000 tested, 0.85% active;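 active = fluorescence ratio B-score at or below minus 3 SD of library scores, with starting-brightness B-score within 2 SD, cut at about -4.2 in these data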;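 also: channel flux triggered by added potassium and thallium sulfate stimulus; B-score of peak minus minimum fluorescence over baseline after thallium stimulus; more negative B-score means stronger Kir2.1 block with less thallium influx; some compounds called inactive have numbers as strong as hits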
# Target sequence (P35561 whole entry, looked up): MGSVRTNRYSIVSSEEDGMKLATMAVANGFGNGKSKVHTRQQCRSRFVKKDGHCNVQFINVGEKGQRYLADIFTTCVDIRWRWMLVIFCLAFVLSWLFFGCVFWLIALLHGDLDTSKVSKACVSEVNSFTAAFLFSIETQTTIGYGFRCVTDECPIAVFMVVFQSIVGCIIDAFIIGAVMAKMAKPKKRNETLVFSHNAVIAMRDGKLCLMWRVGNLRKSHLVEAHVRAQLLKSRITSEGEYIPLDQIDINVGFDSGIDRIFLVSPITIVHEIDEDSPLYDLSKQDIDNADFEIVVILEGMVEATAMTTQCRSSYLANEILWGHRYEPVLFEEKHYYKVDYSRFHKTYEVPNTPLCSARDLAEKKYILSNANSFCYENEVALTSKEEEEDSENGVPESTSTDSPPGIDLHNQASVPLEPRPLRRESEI
# The depositor's hits bear a star; . = not tested or not shown.
cpd	structure	STK33 kinase inh	Kir21 block
1	O=C(c1ccc(Cl)c(S(=O)(=O)N2CCCC2)c1)N1CCCC(C(F)(F)F)C1 (stereo not given)	-2.5	-0.76
2	COc1ccc(C(=O)n2cc(C(=O)c3cc(C)ccc3O)cn2)cc1	-1.5	0.16
3	CN(/N=C/c1ccc(O)cc1O)c1ncc(C(F)(F)F)cc1Cl	-1.2	-0.61
4	O=C(C[C@H]1C/C=C\C[C@@H](Cc2ccc(F)cc2)C(=O)OC[C@@H](Cc2c[nH]c3ccccc23)NC1=O)NCCO	0.1	.
5	COc1ccc(NC(C)=O)cc1CNC(=O)CN1CCOCC1	-1.5	0.78
6	CC(C)(C)n1nc2c(c1NC(=O)c1cccc(C(F)(F)F)c1)CS(=O)C2 (stereo not given)	-2.1	0.04
7	Cc1ccc(C)c(NC(=O)CSc2nnc(C3CCCCC3)o2)c1	-1.0	0.79
8	Cc1ccccc1SCc1noc(C(=O)NCC2CCCO2)c1C(=O)O (stereo not given)	-0.6	-0.23
9	CSc1ccc(-c2nc(CN3CCCCC3c3cccnc3)c(C)o2)cc1 (stereo not given)	0.9	0.06
10	O=C(Nc1ccc2c(c1)OCCO2)c1ccc(Cl)c(S(=O)(=O)N2CCOCC2)c1	0.3	0.02
11	O=c1c2ccccc2nc(-c2ccccc2)n1CCN1CCOCC1	-0.9	0.02
12	O=C1CCc2cc(S(=O)(=O)NC3CCCCC3)cc3c2N1CC3	-0.5	0.88

# Profiles from above. Order of values: STK33 kinase inh	Kir21 block
# `COc1ccc(NC(C)=O)cc1CNC(=O)CN1CCOCC1` as listed: -1.5	0.78
# `CN(/N=C/c1ccc(O)cc1O)c1ncc(C(F)(F)F)cc1Cl` as listed: -1.2	-0.61
# `O=C1CCc2cc(S(=O)(=O)NC3CCCCC3)cc3c2N1CC3` as listed: -0.5	0.88
# `Cc1ccccc1SCc1noc(C(=O)NCC2CCCO2)c1C(=O)O` (stereo not given) as listed: -0.6	-0.23
# `O=C(C[C@H]1C/C=C\C[C@@H](Cc2ccc(F)cc2)C(=O)OC[C@@H](Cc2c[nH]c3ccccc23)NC1=O)NCCO` as listed: 0.1	.

# Additional compounds follow.
cpd	structure	STK33 kinase inh	Kir21 block
13	COCC(C)NC(=S)Nc1ccccc1[N+](=O)[O-] (stereo not given)	-1.2	0.05
14	CCCc1ccc(OCC(=O)Nc2cc(S(=O)(=O)CC)ccc2O)cc1	-0.3	2.2
15	O=C(CSc1nc2ccc(Cl)cc2[nH]1)NCCc1ccc(Cl)cc1	-2.6	0.32
16	CN(C)c1ccc(CNc2nc3ccccc3s2)cc1	-1.2	1.7
17	O=C(Nc1nc2ccccc2[nH]1)c1cccc(S(=O)(=O)N2CCOCC2)c1	20	-0.97
18	O=C1CCc2cc(S(=O)(=O)NCc3ccc(Cl)cc3)cc3c2N1CC3	-1.1	0.05
19	CCCc1nc2ccccc2c(C(=O)OC(C)C(=O)NCc2ccc3c(c2)OCO3)c1CC (stereo not given)	-0.2	-1.1
20	C=CCN(c1ccccc1)S(=O)(=O)c1cccc(C(=O)Nc2ccncc2)c1	.	-2.1
21	CCCCn1c(N)c(N(CC(C)C)C(=O)c2oc3ccc(OCC)cc3c2C)c(=O)[nH]c1=O	1.4	1.4
22	COc1ccc(S(=O)(=O)NCc2ccc(C(=O)N3CCN(c4ccccn4)CC3)cc2)cc1	-1.1	1.6
23	Cc1cccc(N2CCN(C(=O)CCNS(=O)(=O)c3cccs3)CC2C)c1 (stereo not given)	-1.8	1.4
24	Cc1ccc(O)c(C(=O)c2cc(C#N)c(=O)n(-c3nccs3)c2)c1	0.5	-1.7

# (list continues)
cpd	structure	STK33 kinase inh	Kir21 block
25	Cc1cccc(NC(=O)CSCC(=O)Nc2cccc3ncccc23)c1	0.2	-1.4
26	O=C(COC(=O)/C=C/c1ccccc1)Nc1ccccc1Br	0.6	-0.74
27	CC(=O)N1CCN(CC(=O)Nc2sccc2C#N)CC1	-0.1	-1.2
28	COc1ccc(CCNC(=O)c2nnn(-c3ccc4c(c3)OCCO4)c2N)cc1OC	-1.1	0.16
29	CCOC(=O)Nc1nnc(-c2cccc(OC)c2)s1	0.0	-1.4
30	ON/C=N/C(=S)Nc1ncc(C(F)(F)F)cc1Cl	-0.2	-1.4
31	C=CCN1C(=O)C(=O)N(Cc2nc3ccccc3s2)C1=O	0.5	0.78
32	COCCN(CC(=O)Nc1cccc(C)c1C)C(=O)Cc1ccsc1	-0.7	.
33	O=c1cc(Cn2ccnc2)c2cc3c(cc2o1)CCC3	-2.0	-0.66
34	O=S(=O)(O)c1ccc(N2N=C(c3ccccc3)CC2c2ccccc2)cc1 (stereo not given)	-3.2	2
35	Cc1cc(N)ccc1NC(=O)CN1CCOCC1	-2.1	1.5
36	CCOC(=O)C1CCN(C(=O)CSc2ccc(Cl)cc2)CC1	-0.4	-1

# Other compounds follow:
cpd	structure	STK33 kinase inh	Kir21 block
37	CC1(C)CC(=O)c2cc(N=C/C(C(=O)c3ccccc3)=C(\O)c3ccccc3)c(=O)oc2C1	.	-0.72
38	CCCSc1ccc(-c2nn(-c3ccccc3)cc2/C=C(/C#N)C(=O)N2CCOCC2)cc1	-1.0	0.93
39	CCc1n[nH]c(=S)n1/N=C/c1cc(Br)c(O)c(OC)c1	3.5	-1.2
40	Cc1cc(OC(C)C(=O)NCc2ccccn2)c2c(C)c(Cc3ccccc3)c(=O)oc2c1 (stereo not given)	-0.7	-0.01
41	CCOC(=O)c1c(C)[nH]c(C(=O)CSc2nnc(Nc3ccccc3F)s2)c1C	1.0	1.3
42	CCN1C(=O)c2ccc(C(=O)O)cc2C1=O	-0.4	0.7
43	CC(=O)Nc1ccc(N2CCOCC2)c([N+](=O)[O-])c1	-1.9	1.3
44	O=C(NCC(c1ccco1)N1CCOCC1)c1cccc(Cl)c1 (stereo not given)	0.0	3.6
45	CC1(c2nnc(Cc3ccccc3)o2)CC(c2ccccc2F)=NO1 (stereo not given)	-0.8	0.08
46	CCOC(=O)c1c(NC(=S)Nc2ccccc2C)sc2c1CCC2	-0.1	-0.75
47	CC1(C)CC(=O)C(CC(=O)Nc2cc(C(F)(F)F)ccc2Cl)C(=O)C1	0.1	-0.68
48	Cn1c(N)c(C(=O)COC(=O)C2CC(O)CN2S(=O)(=O)c2ccc(Cl)cc2)c(=O)n(C)c1=O (stereo not given)	-1.3	-1.6

# (continued)
cpd	structure	STK33 kinase inh	Kir21 block
49	CC#CCN(CC#CC)S(=O)(=O)c1ccc(-n2cnnn2)c(OC)c1	-1.1	-0.59
50	O=C1NC(=O)/C(=C/c2ccccc2OCc2ccccc2)S1	3.2	-0.01
51	O=C(CSc1nnc(-c2ccccc2)n1Cc1ccco1)NCc1ccc2c(c1)OCO2	1.1	-2.6
52	CCCCC(=O)NC(c1ccc(Cl)cc1Cl)c1ccc2cccnc2c1O (stereo not given)	-1.2	0.78
53	O=C(NCc1ccncc1)c1ccc(NS(=O)(=O)c2cccc([N+](=O)[O-])c2)cc1	-0.3	0.45
54	COc1ccc(C(=O)O)cc1S(=O)(=O)N(CCc1ccccc1)Cc1ccccc1	-0.7	2.8
55	CCC(C)NS(=O)(=O)c1ccc(NC(C)=O)cc1 (stereo not given)	2.0	-0.11
56	CCNC(=O)/C(=C\C=C\c1ccccc1)NC(=O)c1ccc(Br)o1	-1.3	0.08
57	COC(=O)Nc1ccc(S(=O)(=O)NC2CCCCC2)cc1	-0.9	1.6
58	CC1CCc2nc(NC(=O)C3CC3)sc2C1 (stereo not given)	2.7	-0.86
59	CC(C)CC(=O)Nc1ccccc1N1CCN(c2ccccc2)CC1	-0.7	-0.01
60	Cc1cccc(NC(=O)C2(C)CC3c4ccccc4C2c2ccccc23)c1 (stereo not given)	0.5	1.5

# (further entries)
cpd	structure	STK33 kinase inh	Kir21 block
61	Nc1ccccc1C(=O)Nc1cccc2ccccc12	-6.4	-0.16
62	O=C(C1Cc2ccccc2CN1C(=O)c1ccco1)N1CCN(c2ccccc2)CC1 (stereo not given)	-0.8	.
63	C[C@H](CO)N1C[C@H](C)[C@@H](CN(C)Cc2ccc(-c3ccccc3)cc2)Oc2c(NS(=O)(=O)c3cn(C)cn3)cccc2C1=O	-0.5	.
64	O=C(O)C1CCCCC1C(=O)Nc1ccc(OCc2ccccc2)cc1 (stereo not given)	-1.5	-0.28
65	COCCNC(=O)CCc1nnc2ccc(N3CCC(C)CC3)nn12	0.3	0.89
66	O=C(CC(=O)NN=C1CCCCCC1)NCc1cccnc1	-1.3	-0.23
67	O=C(NC1CCCCC1)N(Cc1nc2ccccc2c(=O)[nH]1)C1CCCCC1	-2.1	1.2
68	CCCC1(CCC)NC(=O)N(CC(=O)Nc2cccc(OC)c2)C1=O	-1.7	3.4
69	O=S(=O)(Nc1ccc(Cc2ccncc2)cc1)N1CCCC1	-1.5	-0.01
70	Cc1cccc(C)c1N/C=C/c1onc(C)c1[N+](=O)[O-]	0.1	0.25
71	COc1cc(/C=C/C(=O)OCC(=O)N2CCC(C)CC2)ccc1O	-0.5	0.19
72	O=C(CN1C(=O)NC2(CCCCCCC2)C1=O)NC(=O)NCc1ccco1	6.8	-0.6

# Molecules above with two or more sulfur atoms (3):
cpd	structure	STK33 kinase inh	Kir21 block
23	Cc1cccc(N2CCN(C(=O)CCNS(=O)(=O)c3cccs3)CC2C)c1 (stereo not given)	-1.8	1.4
41	CCOC(=O)c1c(C)[nH]c(C(=O)CSc2nnc(Nc3ccccc3F)s2)c1C	1.0	1.3
46	CCOC(=O)c1c(NC(=S)Nc2ccccc2C)sc2c1CCC2	-0.1	-0.75

# Going on with the list.
cpd	structure	STK33 kinase inh	Kir21 block
73	COC(=O)CC/C(O)=C1\C(=O)CC(C)(C)CC1=Nc1ccccc1OC	-2.1	-0.11
74	COc1ccc(N2CC(C(=O)Nc3cccc(C)n3)CC2=O)cc1 (stereo not given)	-0.2	-0.78
75	COc1cccc(/C=C/c2onc(C)c2S(=O)(=O)N2CCC(C(=O)NC3CCCCCC3)CC2)c1	0.0	1.9
76	C1=CC2CC1CC2CNCc1ccco1 (stereo not given)	-2.1	-0.68
77	CN(CC(=O)Nc1ccccc1Cl)C(=O)CCNC(=O)Nc1ccccc1	2.6	.
78	COc1ccc(C2/C=C\CN(C(=O)c3ccc(C)cc3)[C@H](Cc3ccccc3)C(=O)N2Cc2ccc(F)cc2)cc1 (stereo not given in full)	-2.0	-0.13
79	Cc1ccc(-n2nc3c([n+]2[O-])CCc2nonc2-3)cc1	-1.3	0.4
80	CCOc1ccccc1CN1CCNC(=O)C1CC(=O)NCc1cc(C)n(C)n1 (stereo not given)	-2.7	-1.4
81	COc1cc(NC(=O)CN(c2ccc(C)cc2)S(=O)(=O)c2c(C)noc2C)cc(OC)c1	0.0	-0.67
82	C=CC[C@@H](CC(=O)NCCO)C(=O)NC[C@H](OC(=O)[C@@H](CC=C)Cc1ccc(F)cc1)c1ccccc1	0.3	.
83	Brc1ccc(C2NCCS2)cc1 (stereo not given)	-1.7	-2.5
84	CC12CCC(=O)N1C(C(=O)OCC(=O)Nc1cccc(Br)c1)CS2 (stereo not given)	-1.1	-0.36

# (cont.)
cpd	structure	STK33 kinase inh	Kir21 block
85	O=C1C2C3C=CC(C3)C2C(=O)N1CCCCN1C(=O)C2C3C=CC(C3)C2C1=O (stereo not given)	2.3	0.06
86	CC1CCCC(C)N1/N=C/c1ccc(O)c(O)c1 (stereo not given)	0.1	-0.01
87	CCOc1ccccc1NC(=O)COC(=O)c1ccc2ccccc2n1	-0.6	.
88	CC(C)NS(=O)(=O)c1ccc(N2C(=O)c3ccccc3C2=O)cc1	-0.2	0.06
89	COc1ccc(-n2cnc3sc(-c4ccccc4)cc3c2=O)cc1	-2.0	0.44
90	O=S(=O)(O)CCS	0.2	-0.61
91	O=C(Nc1ccccn1)c1cccnc1	-0.4	-0.73
92	NC(=O)c1ccc(/C(N)=N/S(=O)(=O)c2cc(C(F)(F)F)cc(C(F)(F)F)c2)cc1	0.0	0.44
93	O=C(O)c1cccc(S(=O)(=O)Nc2ccc(-c3ccccc3)cc2)c1	-3.2	.
94	CCOc1ccccc1NC(=S)N1C2CCC1CC(NC(=O)NC13CC4CC(CC(C4)C1)C3)C2 (stereo not given)	-1.7	0.84
95	Cc1ccc(C2CC2C(=O)NNC(=S)Nc2cccc(C)c2)cc1 (stereo not given)	-0.8	-0.33
96	COC(=O)c1cc(OC)c(OC)cc1NC(=O)c1cc(C(C)(C)C)oc1C	-3.0	0.68

# Continuation:
cpd	structure	STK33 kinase inh	Kir21 block
97	CC(C)c1ccc(NC(=O)Cn2ncn3c(cc4ccccc43)c2=O)cc1	-0.3	1.1
98	Cc1cn2c(N)c(C=C3C=C(Cl)C(=O)C(Cl)=C3)c(=O)nc2s1	.	-7.3
99	O=C(O)c1cc(N2C(=O)C3CC=CCC3C2=O)ccc1NCc1cccnc1 (stereo not given)	0.2	-0.22
100	COc1cc(NC(=O)CC(C)S(=O)(=O)c2cc3c(cc2C)NC(=O)CO3)cc(OC)c1OC (stereo not given)	-0.7	-1.1
101	Cc1ccc(NC(=O)CSc2nc3ccccc3c3nc(CCn4cncc4C)nn23)c(C)c1	.	0.11
102	O=S(=O)(c1ccc(F)cc1)N1CCN=C1SCc1cccnc1	-0.7	-3.6
103	COc1ccc(-c2sc(Nc3ccccc3)n[n+]2-c2ccc(F)cc2)c(C)c1C	-0.5	-3
104	CN(C1CCCCC1)S(=O)(=O)c1ccc(S(=O)(=O)N2CCN(C(=O)c3ccccc3F)CC2)cc1	-3.3	0.2
105	CC(=O)c1csc(Nc2ccccc2Cl)n1	0.7	0.02
106	Cc1ccccc1N(C(=O)c1csnn1)C(C(=O)NC(C)(C)C)c1ccncc1 (stereo not given)	-0.1	1.6
107	COc1ccc(OC)c(S(=O)(=O)N2CCC(C(=O)NC3CCCCC3)CC2)c1	0.3	0.64
108	CCn1c(-c2ccc3ncccc3c2)n[nH]c1=S	1.4	-1.2
109	Cc1nc2ccccc2n1C1CCN(CC(=O)NCc2ccc(F)cc2)CC1	-0.6	-1.6
110	Cc1cccc(C(C)C)c1NC(=O)c1ccc(OCC2CCCO2)cc1 (stereo not given)	-0.8	.
111	CCC(Sc1ncccc1C(=O)O)C(=O)N1CCOCC1 (stereo not given)	0.2	-0.37
